Compound activity: PubChem BioAssay, National Center for Advancing Translational Sciences (NCATS)
S3 lipid droplet: qHTS Assay for Lipid Storage Modulators in Drosophila S3 Cells; Drosophila S3 cells, BODIPY lipid droplet fluorescence, 18-24 h; cells fed with added oleic acid; 320,000 compounds, 0.64% hits; Potency in µM for hits, for the others lipid storage change, negative = inhibition, % at the top dose, mostly 46.1 µM; active means well fitted inhibition curve with a large enough effect in the signal ratio, with a control signal flat, not every such curve was filed as active; inconclusive means small, poorly fitted or top-dose-only effect, or effect the other way, or a change in a side signal; the % refers to the signal ratio
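Drosophila S3 cells loaded with oleic acid (400 uM, as added) and compounds at several concentrations; lipid droplets imaged by 488-nm laser-scanning cytometry, 500–530 nm intensity and object ratio to cell channel. Percent activity normalized to 20 uM Triacsin C.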
S3 lipid droplet cell count max: also measured in S3 lipid droplet; calls as there; cell number change, %; measured here: cell count max response;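 cells counted by Cell Tracker Red CMTPX staining in the red channel; peak over a dose series mostly up to 46.1 µM; percent activity relative to internal control wells on each plate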
Active calls of the source: *; i = inactive; ? = inconclusive; nt = no result given. On the % scale 0 is the no-effect control and ±100 the full control effect; potency means the concentration at half of the fitted maximal effect. These rows are one share of the data; the hit share may differ from the screen's.

SMILES	S3 lipid droplet	S3 lipid droplet cell count max
O=C(CNC(=O)c1ccco1)OCC(=O)c1cccc2ccccc12	7.7%	0.4
CCOC(=O)c1cc(-c2ccccc2)sc1NC(=S)Nc1cccc(C)n1	?	nt
Cc1cccc(C)c1NC1=NC(=S)N(c2ccc(N(C)C)cc2)C1(C)C	?	nt
CS(=O)(=O)N(CC(=O)N1CCc2ccccc2C1)c1cccc([N+](=O)[O-])c1	-9.4%	-11.4
Cn1c(=O)oc2cc(S(=O)(=O)NCCC(=O)NCc3ccc(F)cc3)ccc21	i	3.8
CC1(C)CCSC(/C=C/c2ccccc2)=N1	?	nt
Cc1ccc(-c2cn(-c3ccc(OC(F)F)cc3)c3[n+]2CCCCC3)cc1	?	nt
O=C(NCCO)C(=O)c1c(-c2ccccc2)cc2ccccn12	?	nt
Cc1ccc(C(=O)Nc2ccc(N3CCN(C)CC3)cc2)cc1	?	nt
CCN(CC)S(=O)(=O)c1ccc(Cl)c(C(=O)OCC(=O)c2c(N)n(C)c(=O)n(C)c2=O)c1	?	nt
Cc1ccc(CC(=O)OC(C)C(=O)NC2CCCCC2C)cc1C (stereo not given)	?	nt
Cc1sc2nc3n(c(=O)c2c1C)CCCS3	?	nt
COc1ccc(CCN(C)C(=O)CCc2nnc(-c3ccccc3)o2)cc1OC	7.2%	3.4
CC1=C(C(=O)OC(C)C)C(c2ccccn2)n2ncnc2N1 (stereo not given)	5.5%	7.2
Cc1ccc2nc(-c3ccc4c(c3)NC(=O)CO4)cn2c1	2.8%	4.7
CCOC(=O)c1ccc(NC(=S)N2CCN(S(C)(=O)=O)CC2)cc1	?	nt
COc1ccc(OC)c(NC(=O)CS(=O)(=O)Cc2ccccc2)c1	?	nt
CCOc1ccccc1NC(=O)c1cccc2ccccc12	?	nt
CS(=O)(=O)N1CCN(C(=O)C2c3ccccc3Oc3ccccc32)CC1	i	nt
CC1(C)Cc2nc(NCCN3CCOCC3)c(C#N)cc2CO1	?	nt
COc1cccc(CNC(=O)c2cccnc2Sc2ccc(C)cc2C)c1	?	nt
COc1cc(C(=O)CCN2CCC(c3ccccc3)C2)cc(OC)c1OC (stereo not given)	?	nt
CCN(CC)C(=O)c1sc(NC(=O)c2c(OC)cccc2OC)c(C#N)c1C	?	nt
CCNc1nc(Oc2c(Cl)cccc2Cl)cc(C(F)(F)F)n1	?	nt
CCOC(=O)C1=C(C)NC(=O)NC1c1ccsc1 (stereo not given)	?	nt
(listing goes on)
SMILES	S3 lipid droplet	S3 lipid droplet cell count max
O=C(C(Cl)Cl)N1CCN(Cc2ccccc2)CC1	-1.6%	-15.6
CCCC(C)C(=O)Nc1ccc(F)c(Cl)c1 (stereo not given)	?	nt
CNS(=O)(=O)c1ccc2nc(NC(=O)/C=C/c3ccco3)sc2c1	?	nt
CN(C)S(=O)(=O)c1cc(NC(=O)CSc2cccc[n+]2[O-])ccc1Cl	13.7%	0.9
CCc1ccnc(NS(=O)(=O)c2ccc3c(c2)OCCO3)c1	9.9%	12.6
O=C(Nc1cc(S(=O)(=O)N2CCOCC2)ccc1N1CCOCC1)c1cccs1	?	nt
COc1ccc(O)c(/C=N/c2sc(C)c(C)c2C#N)c1	i	nt
COc1ccc2c(c1)OC[C@H]1[C@H]2N2C(=O)[C@H](C)NC(=O)[C@@]2(C)[C@H]1c1ccccc1	?	nt
Cc1nn(-c2ncc(C(F)(F)F)cc2Cl)c(=O)n1-c1ccccc1F	-18.0%	15.8
O=C(Cc1cccc(C(F)(F)F)c1)NCc1cccnc1	-11.2%	16.2
O=C(O)c1cccc(C(=O)O)n1	?	nt
COc1ccccc1NC(=O)CSc1nnc(CCNC(=O)c2ccc(C)cc2)n1C	-17.3%	-8.6
COc1ccc(Nc2nnc(SCC(=O)NC3CCS(=O)(=O)C3)s2)cc1 (stereo not given)	?	nt
CCn1c(SCC(=O)N2CCN(c3ccccc3F)CC2)nnc1-c1ccoc1C	i	-20.9
CCOC(=O)c1cnc(-c2ccccc2)nc1Oc1ccc(OC)cc1	18.9%	10.5
CCOC(=O)C1CCN(Cc2nnnn2CCc2ccccc2)CC1	-7.4%	11.9
COc1ccc(C(=O)Nc2ccccc2N2CCOCC2)cc1S(=O)(=O)N1CCCC1	?	nt
Cc1ccc(O)c(C(=O)CC(=O)c2ccc(Cl)cc2)c1	?	nt
COc1ccc(N2C(=O)CSC2c2ccc3c(c2)OCO3)cc1 (stereo not given)	?	nt
NS(=O)(=O)c1cccc(NC(=O)CSc2ncnc3ccccc23)c1	11.4%	26.2
Cc1nn(C)c(C(=O)NNC(=S)NCc2ccco2)c1Br	2.3%	5.0
O=C(CSc1nnc(Nc2ccccc2)s1)NCC1CCCO1 (stereo not given)	?	nt
COc1ccc(-c2ccc(-c3noc(-c4ccccc4F)n3)c(OC)n2)cc1	?	nt
COc1ccccc1NC(=O)c1ccc(NC(=O)CN2CCCC2)cc1	22.5%	-8.7
O=C(NNC(=O)c1cc(Br)c(Br)s1)c1csc(N2CCOCC2)n1	?	nt

Rewritten in markdown: part of the list above.
| Compound | S3 lipid droplet | S3 lipid droplet cell count max |
| --- | --- | --- |
| O=C(Cc1cccc(C(F)(F)F)c1)NCc1cccnc1 | -11.2% | 16.2 |
| O=C(O)c1cccc(C(=O)O)n1 | ? | nt |

Laid out differently: results already given.
Every second line gives: S3 lipid droplet, S3 lipid droplet cell count max
> CCCC(C)C(=O)Nc1ccc(F)c(Cl)c1 (stereo not given)
  ?, nt
> CNS(=O)(=O)c1ccc2nc(NC(=O)/C=C/c3ccco3)sc2c1
  ?, nt
> CN(C)S(=O)(=O)c1cc(NC(=O)CSc2cccc[n+]2[O-])ccc1Cl
  13.7%, 0.9
> CCc1ccnc(NS(=O)(=O)c2ccc3c(c2)OCCO3)c1
  9.9%, 12.6

The results go on.
SMILES	S3 lipid droplet	S3 lipid droplet cell count max
O=C(CN1CCN(c2ccccc2F)CC1)Nc1ccc2c(c1)CCC2	16.4%	-8.6
CC(=O)NS(=O)(=O)c1ccc(NC(=S)NC(=O)Cc2ccccc2)cc1	4.1%	7.2
O=C(c1ccc(CS(=O)(=O)c2ccc(Br)cc2)o1)N1CCCC1	?	nt
CCCOc1ccc(N2C(=O)C3C4C=CC(CC4)C3C2=O)cc1 (stereo not given)	i	1.4
CCCNC(=O)CN(c1cccc(F)c1)S(C)(=O)=O	?	nt
CC1(C)CC(=O)C2=C(C1)Nc1ccccc1N1C(=O)c3ccccc3C21 (stereo not given)	i	-2.6
COc1ccc(CN2CCN(CCc3ccccc3)C(CCO)C2)c(Cl)c1OC (stereo not given)	?	nt
COCCn1c(SC(C)C(=O)NCC2CCCO2)nc2sc3c(c2c1=O)CCC3 (stereo not given)	?	nt
CCOC(=O)C1=C(COC(=O)CCOc2ccc(OCC)cc2)NC(=O)NC1C (stereo not given)	?	nt
CSCCC(NC(=O)c1ccc(Cl)c([N+](=O)[O-])c1)C(=O)N1CCN(C/C=C/c2ccccc2)CC1 (stereo not given)	21.4%	16.2
Cc1ccc(C(=O)NC(=S)NNS(=O)(=O)c2ccc(C)cc2)cc1	?	nt
COC(=O)c1cc(-c2ccc(Br)cc2)n[nH]1	?	nt
Cc1ccc(NC(=O)Nc2nnc(Cc3ccc([N+](=O)[O-])cc3)s2)cc1	?	nt
O=C(Cc1ccccc1)Nc1ccc2c(c1)CCC2	9.1%	nt
O=C(Cn1cc(C(F)(F)F)ccc1=O)N/N=C/c1ccc(O)cc1	11.6%	2.2
O=C(Cc1nc(-c2cnccn2)no1)NNC(=O)Nc1ccccc1	-0.5%	5.4
COC(=O)C(=C/C=C/c1cccnc1)C(=O)OC	?	nt
CC(C)(C)n1nnnc1C(c1ccc(F)cc1)N1CCC(C(N)=O)CC1 (stereo not given)	-7.6%	21.5
Cc1cc(CNC(=O)COc2ccc(F)cc2)c2ccccc2n1	i	nt
Cc1cccc(NC(=S)NC(=O)/C=C/c2ccccc2)n1	?	nt
CCOC(=O)C1=NNC(C(=O)c2ccc(C)cc2)C1c1ccc(C)cc1 (stereo not given)	26.6%	nt
CC1Cc2ccccc2N1C(=O)CNc1cccc(S(=O)(=O)N2CCCC2)c1 (stereo not given)	?	nt
COC(=O)C(CCSC)NC(=O)CNS(=O)(=O)c1ccc(F)cc1 (stereo not given)	?	nt
S=C(NCC1CCCO1)N1CCN(c2nc(-c3ccccc3)cs2)CC1 (stereo not given)	-2.7%	-11.2
Cc1ccc(Oc2cc(NC(=O)CCCn3nc(C)c([N+](=O)[O-])c3C)cc([N+](=O)[O-])c2)cc1	?	nt
The list continues.
SMILES	S3 lipid droplet	S3 lipid droplet cell count max
C=CCNC(=S)NNC(=O)C(CCCC)CC(O)COCC(C)C (stereo not given)	7.0%	6.3
CCn1cc(C(=O)NC2CCCCC2)c(=O)c2ccc(C)nc21	?	nt
CC(C)(C)N1C(=O)[C@H]2[C@@H](c3ccc(Br)cc3)N3C(=O)N(c4cccc(Br)c4)C(=O)[C@@]3(Cc3ccccc3)[C@H]2C1=O	?	nt
Cc1cccc(C(=O)Nc2ccc(C(=O)N/N=C/c3cccnc3)cc2)c1	i	-0.9
CCn1c(SCC#N)nc2cc(S(=O)(=O)N3CCOCC3)ccc21	-4.9%	-0.3
CCCOC(=O)c1ccc(NC(=O)C2C3C=CC(O3)C2C(=O)O)cc1 (stereo not given)	?	nt
CCC(=O)NC(=S)Nc1ccc(OC)cc1OC	?	nt
Cc1ccc(C)c(NC(=O)Nc2ccc3c(c2)OCO3)c1	25.9%	nt
Cc1cccc2c3nc4ccccc4nc3n(C)c12	i	-22.5
C[C@H]1CCC[C@]2(C)C[C@H]3OC(=O)C(CN4CCCCCC4)[C@H]3C=C12 (stereo not given in full)	?	nt
Oc1ccc(/C=N/Nc2nc(-c3ccc(Cl)cc3)cc(C(F)(F)F)n2)cc1	?	nt
CC(=O)n1cc([C@@H]2C=C(C(=O)NCc3ccccc3)O[C@H](OCCCCO)C2)c2ccccc21	-13.0%	-1.9
CCC(C)Sc1nc(O)c(Cc2ccccc2)c(=O)[nH]1 (stereo not given)	i	nt
O=C(NCC(c1ccco1)N1CCN(c2ccccc2)CC1)C(=O)NC1CCCCC1 (stereo not given)	?	nt
Cc1nc(C)c(-c2csc(Nc3ccc(O)cc3C)n2)s1	?	nt
Cc1ccn2c(-c3csc(NCc4ccccc4)n3)c(C)nc2c1	?	nt
COc1ccc(C(=O)COC(=O)/C=C/c2ccccc2)c(OC)c1	?	nt
CC1Cc2nc(SCC(=O)Nc3ccc4c(c3)OCCO4)n(C)c(=O)c2S1 (stereo not given)	i	nt
CCOC(=O)c1c(C)c(C)n(Cc2ccc(OC)c(OC)c2)c1C	?	nt
COc1ccc(-c2[nH]c(-c3ccc4c(c3)OCO4)nc2-c2ccccc2)cc1	?	nt
CN(C(=O)c1cccc(S(=O)(=O)N2CCCC2)c1)C1CCCCC1	?	nt
COCC(=O)N1CCN(c2cccc(Cl)c2)CC1	11.4%	-20.3
CN(C)c1cc[n+](Cc2ccccc2)cc1	0.3%	-22.7
Cc1nc2nc3c(c(=O)n2[nH]1)CCC3	?	nt
COCCCNc1nc(CC(C)C)nc2c1nnn2Cc1ccccc1	?	nt

Compound profiles (already shown).
Results for `CCn1c(SCC#N)nc2cc(S(=O)(=O)N3CCOCC3)ccc21` = S3 lipid droplet: -4.9%; S3 lipid droplet cell count max: -0.3
Results for `COCCCNc1nc(CC(C)C)nc2c1nnn2Cc1ccccc1` = S3 lipid droplet: ?; S3 lipid droplet cell count max: nt

Other structures follow.
SMILES	S3 lipid droplet	S3 lipid droplet cell count max
COc1ccccc1CCNS(=O)(=O)c1cn(C)nc1C	-10.7%	2.6
CC(C)/C=C1\CCc2c([nH]c3ccccc23)C1=O	?	nt
COc1ccccc1NC(=S)NC(=O)/C=C/c1ccco1	?	nt
Cc1nc(CN2CCN(C(=O)c3ccc(C(C)(C)C)cc3)CC2)cs1	4.4%	15.5
Cc1ccc2cc(C)c3nnc(SCc4ccc(C(=O)O)cc4)n3c2c1C	4.3%	14.1
CC[C@H](C)[C@@H](C(=O)NCCCCCCCCCCC(=O)N1CCN(C(=O)OC(C)(C)C)CC1)n1cc(CCCCCNC(=O)OC(C)(C)C)nn1	?	nt
COc1ccc(Nc2nc(C(=O)NCCCN3CCOCC3)cs2)cc1	21.6%	-13.0
Cc1ccc(NC(=O)c2cc3cccc([N+](=O)[O-])c3[nH]2)cc1	-0.1%	0.1
O=S(=O)(Nc1ccccc1OC(F)F)c1ccc(S(=O)(=O)N2CCCC2)cc1	?	nt
CCc1nnc(NC(=O)C2CCN(C(=O)NC3CCCCC3)CC2)s1	-9.4%	5.2
CCOc1ccc(/C=N/NC(=O)c2cccc3ccccc23)c(OCC)c1	8.9%	-19.0
O=C(NCCC(=O)N1CCN(c2ccccc2F)CC1)c1ccco1	-1.2%	0.2
CCOc1ncccc1C(=O)N1CCN(c2ccc(C(F)(F)F)cn2)CC1	?	nt
CCCCc1nnc(NC(=O)CCSc2ccccc2)s1	i	26.9
Cc1ccccc1C1NC(=O)Cc2ccccc21 (stereo not given)	?	nt
CCOC(=O)[C@H]1[C@H]2COc3ccccc3[C@@H]2N2C(=O)CNC(=O)[C@@]12C	?	nt
COc1ccc(CCNC(=O)c2ccc(CNS(=O)(=O)c3ccc(C(C)(C)C)cc3)cc2)cc1OC	-17.3%	-14.4
CC(NCc1ccc(OCC(N)=O)cc1)C12CC3CC(CC(C3)C1)C2 (stereo not given)	8.7%	-9.1
O=C(C/C=N/OCc1c(Cl)cccc1Cl)c1cnc(-c2ccccc2)s1	16.9%	1.2
COc1ccccc1C(=O)NC(=S)Nc1ccc(N2CCN(C(=O)c3ccco3)CC2)cc1	?	nt
O=C(Cn1nc(-c2cccs2)ccc1=O)Nc1ccc(Br)cc1	?	nt
